Glioma ERSR ind: qHTS for Inducers of the Endoplasmic Reticulum Stress Response (ERSR) in Human Glioma: qHTS. Potency, µM, for the others: at the top dose activation, usual class: activators. U87-MG GRP78 promoter luciferase reporter, 16 h. AID 602332, 2012. actives 0.02% (n = 420,000); also: potency is read from the fitted curve at half-maximal effect; series mostly up to about 76 µM; % of control where 0% means no effect; nearly all actives have a fitted effect of over 35% in size
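Stably transfected U87-MG glioma cells carrying a GRP78-based luciferase sensor; 16 h compound incubation. Luminescence end-point read 10 min after Bright-Glo addition at room temperature.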
D2 agonist: HTS Assay for Allosteric Agonists of the Human D2 Dopamine Receptor: Primary Screen for Agonists; D(2) dopamine receptor (Homo sapiens), P14416; HEK293 T-REx D2 cells, calcium flux agonist mode; activation, % at 2 µM; actives 0.53% (n = 340,000); AID 485358, 2010;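 active = activation over 3 SD above normal in the single-dose calcium agonist read, cut at about 30% in these data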; also: 0% is about no effect
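HEK293 Trex D2 cells, tetracycline-induced, o/n 30 C 5% CO2; no-wash Ca dye, RT 30–90 min; 10-cycle baseline, 23 nl cpd added, kinetic Ca read 180 s; agonist hits = positive Ca response.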
D2 antag: HTS Assay for Allosteric Antagonists of the Human D2 Dopamine Receptor: Primary Screen for Antagonists; inhibition, % at 10 µM; actives 2% (n = 340,000); HEK293 TREx D2 cells, calcium flux, dopamine EC80; AID 485344, 2010; in the data active = inhibition above about 30%; also: 0% is about no effect
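Cells plated overnight at 30 C with tetracycline; no-wash calcium dye, 30–90 min RT; 10 s baseline; compound pinned; 180 s read; EC80 dopamine added; another 180 s read.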
LDHA inh: qHTS assay for inhibitors of human lactate dehydrogenase; L-lactate dehydrogenase A chain (Homo sapiens), P00338; activity change, % (values are at about 110 or 230 µM); AID 1347041, 2019; purified LDHA, NADH/diaphorase-resazurin fluorescence; active compounds read low; actives 0.15% (n = 480,000); in the data active = activity change below about -30%; inconclusive = mostly about -25% to -30%;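 also: plate controls were DMSO wells for no effect and wells without enzyme for full effect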
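Human LDH5 at 2 nM final in Tris HCl pH 7.4 with 0.06 mM NADH and 0.2 mM pyruvate, reacted 5 minutes at room temperature. Remaining NADH coupled via diaphorase/resazurin; resorufin fluorescence read at 0 and 20 minutes, normalized to enzyme-free and DMSO wells.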
12-LOX inh: Primary qHTS assay for inhibitors of human arachidonate 12S-lipoxygenase (ALOX12): Round 2 | Potency, µM (top dose mostly 108 µM), inactives show at the top dose activity change, negative = inhibition, usual class: inhibitors | AID 1671190, 2021 | actives 1.1% (n = 580,000) | purified 12hLO, xylenol orange hydroperoxide absorbance | Polyunsaturated fatty acid lipoxygenase ALOX12 (Homo sapiens), P18054; also: potency is read from the fitted curve at half-maximal effect; % is scaled to controls: 0 for no effect and ±100 for the full control effect
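Hydroperoxide product was detected by ferrous iron/xylenol orange as the 573 to 405 nm absorbance ratio. Arachidonic acid at 40 uM (final) was turned over for 30 min at room temperature by 150 nM human 12hLO, pH 7.0 Hepes buffer, after 15 min compound preincubation.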
ERG Ets-DNA blk: qHTS for Small Molecule Inhibitors of the ERG Ets/DNA interaction. fluorescence polarization, His-ERG Ets domain / labelled DNA. Potency, µM (series often up to 76.9 µM), for inactives: at the highest dose FP activity, negative = inhibition, hits mostly inhibitors. actives 0.028% (n = 370,000); active = well fitted inhibition curve with a large enough effect in the polarisation, with a control signal flat; inconclusive = small, poorly fitted or top-dose-only effect, or effect the other way, or a change in a side signal; inactive = no such curve, though single readings can be large or run the other way; the % refers to the polarisation;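 also: polarization taken with two DNA probes labelled with fluorescein and Texas red; potency is read from the fitted curve at half-maximal effect; % of control where 0% means no effect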
Target sequence (P11308 whole entry, looked up, the tested form may be a part): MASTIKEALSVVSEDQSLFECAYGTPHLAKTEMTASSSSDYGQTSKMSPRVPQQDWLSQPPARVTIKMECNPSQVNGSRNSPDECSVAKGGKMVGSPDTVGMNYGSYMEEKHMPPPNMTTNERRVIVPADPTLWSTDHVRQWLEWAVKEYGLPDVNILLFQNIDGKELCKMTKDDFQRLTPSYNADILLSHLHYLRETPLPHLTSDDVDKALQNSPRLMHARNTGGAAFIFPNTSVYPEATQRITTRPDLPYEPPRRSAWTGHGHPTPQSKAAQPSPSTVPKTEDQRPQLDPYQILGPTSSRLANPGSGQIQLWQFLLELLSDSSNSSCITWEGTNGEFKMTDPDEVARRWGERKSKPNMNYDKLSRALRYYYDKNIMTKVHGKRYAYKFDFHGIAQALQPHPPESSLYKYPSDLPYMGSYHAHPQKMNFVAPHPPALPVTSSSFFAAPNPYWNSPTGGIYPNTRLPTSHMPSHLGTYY
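His-tagged ERG Ets domain (1 uM in the protein solution; 300mM KCl, 50mM Tris-HCl, 1mM EDTA, 1mM DTT, pH 7.5) received compound, then a probe mix of 5 nM fluorescein-DNA and 100nM Texas-615-DNA. Fluorescence polarization was read for both dyes.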
RGS4 inhibitor: Inhibitors of Regulator of G Protein Signaling (RGS) 4: qHTS; Regulator of G-protein signaling 4 (Homo sapiens), P49798; Transcreener GDP fluorescence polarization, RGS4-accelerated GTP hydrolysis; Potency, µM (highest dose often 114 µM), without a hit: top-dose activity change, negative = inhibition, hits mostly inhibitors; actives 0.039% (n = 390,000); also: potency is read from the fitted curve at half-maximal effect; % is scaled to controls: 0 for no effect and ±100 for the full control effect; nearly all actives have a fitted effect of over 75% in size; some results filed as inactive show a strong effect at the top dose
Target sequence (P49798 whole entry, looked up): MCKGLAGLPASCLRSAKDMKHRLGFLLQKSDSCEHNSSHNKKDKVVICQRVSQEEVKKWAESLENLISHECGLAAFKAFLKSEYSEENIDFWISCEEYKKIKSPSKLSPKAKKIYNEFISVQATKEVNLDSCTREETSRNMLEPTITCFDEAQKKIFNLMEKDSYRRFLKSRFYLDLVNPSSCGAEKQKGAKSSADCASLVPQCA
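MLSMR compounds (23 nl, pin-transferred) preincubated 10 min at room temperature with a 500nM (2x) first reagent, then RGS4 at 900nM (2x) plus Transcreener GDP mix added; fluorescence polarization (620/688 nm) read before and after 90 min at 30 °C.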
Vif-A3F inh: qHTS for Inhibitors of Vif-A3F Interactions: qHTS; actives 0.2% (n = 390,000); Potency, µM (highest dose often 46.1 µM), without a hit: top-dose activity, negative = active; AID 602313, 2012; HeLa A3F-eYFP + Vif (tagged APOBEC3F with the HIV-1 protein that degrades it), YFP fluorescence increase; also: potency is read from the fitted curve at half-maximal effect; % of control where 0% means no effect; nearly all actives have a fitted effect of over 65% in size
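HeLa cells stably expressing Vif plus C-terminally eYFP-tagged A3F were seeded, incubated overnight at 37 deg C, dosed with compound, incubated overnight again at 37 deg C. Yellow fluorescence (Ex 488/Em 500-530) reported blocked Vif-mediated A3F-eYFP degradation.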
Vif-A3G inh: qHTS for Inhibitors of Vif-A3G Interactions: qHTS | AID 602310, 2012 | HeLa A3G-eYFP + Vif (tagged APOBEC3G with the HIV-1 protein that degrades it), YFP fluorescence, overnight | Potency, µM (titrated, usually from 46.1 µM), for inactives: at the highest dose activity, negative = active, actives largely listed as inhibitors | DNA dC->dU-editing enzyme APOBEC-3G (Homo sapiens), Q9HC16 | actives 0.076% (n = 410,000);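 also: potency is read from the fitted curve at half-maximal effect; % is scaled to controls: 0 for no effect and ±100 for the full control effect; nearly all actives have a fitted effect of over 60% in size; hits raise eYFP signal because A3G escapes Vif-driven loss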
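HeLa cells stably expressing Vif and C-terminally eYFP-tagged A3G, seeded overnight at 37 deg C, then exposed to compound by pintool overnight at 37 deg C. Rise in yellow fluorescence (Ex 488/Em 500-530, Acumen) marks blocked Vif-driven A3G degradation.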
* marks the source's active call; other numbers are inactive results; ? = inconclusive; / = not tested or not shown; [ ] = remark or other dose. Unless noted, calls follow the shape of the dose curve; as a rule, active = well fitted curve in the direction sought with a large enough effect; inconclusive = small, poorly fitted or top-dose-only effect, or another doubt; inactive = no such curve, though single readings can be large; an effect the other way counts as inactive or inconclusive.

| item | mol | Glioma ERSR ind | D2 agonist | D2 antag | LDHA inh | 12-LOX inh |
| --- | --- | --- | --- | --- | --- | --- |
| 1 | C[C@@H]1CC[C@]2(C(=O)O[C@@H]3O[C@H](CO)[C@@H](O)[C@H](O)[C@H]3O)CC[C@]3(C)C(=CCC4[C@@]5(C)C[C@@H](O)[C@H](O)[C@@](C)(C(=O)O[C@@H]6[C@H](O)C[C@@]7(C)C(CC[C@]8(C)C7CC=C7[C@H]9[C@](C(=O)O[C@@H]%10O[C@H](CO)[C@@H](O)[C@H](O)[C@H]%10O)(CC[C@@H](C)[C@@]9(C)O)CC[C@]78C)[C@@]6(CO)C(=O)O)C5CC[C@]43C)[C@@H]2[C@]1(C)O (stereo partly drawn) | -1.5% | / | / | -7.1 | ? |
| 2 | CC(=O)Nc1ccc(NC(=O)Nc2ccccc2C)cc1 | 1.2% | -1.2 | -18.2 | -3.2 | -1.3% |
| 3 | COc1ccc(Cl)cc1-n1c(=S)sc2c(=O)[nH]c(SCC(=O)NCC3CCCO3)nc21 (stereo not drawn) | -4.2% | 0.0 | 7.6 | -5.4 | -23.0% |
| 4 | O=C(NC1CC(=O)N(c2ccc(F)cc2)C1)c1ccc2c(c1)OCO2 (stereo not drawn) | -3.2% | 0.6 | / | 1.2 | -10.7% |
| 5 | CN(C)S(=O)(=O)c1cccc(NC(=O)CSc2cccc3cccnc23)c1 | -10.7% | 0.5 | -15.7 | -0.7 | ? |
| 6 | C/C(CC(=O)Nc1ccc2ccccc2c1)=N\NC(=O)c1cnccn1 | -5.2% | 1.9 | 1.4 | 3.6 | -14.6% |
| 7 | O=C1C=CC(O)C2(CO)OC12 (stereo not drawn) | -14.4% | / | / | -9.3 | 5.4% |
| 8 | CC(=O)C1=C(C)NC(=O)NC1c1ccc(OC2CCCC2)cc1 (stereo not drawn) | -3.3% | 3.8 | 15.0 | -3.4 | -5.7% |
| 9 | CCOC(=O)CCc1c(C)nc(SCCCn2c(=O)[nH]c3ccccc32)c(C#N)c1C | -1.0% | -0.3 | 3.5 | 6.8 | -4.3% |
| 10 | O=S(=O)(O)Sc1ccccc1 | -1.0% | / | / | -0.9 | ? |
| 11 | Cc1ccc2cc(CCNC(=O)Cc3cccs3)c(=O)[nH]c2c1 | -3.4% | -0.2 | 2.1 | -1.0 | ? |
| 12 | COC(=O)C1CCN(C(=O)COC(=O)c2ccc(=O)n(Cc3ccccc3)n2)CC1 | -3.1% | -0.5 | -3.3 | -4.2 | 4.8% |

| item | ERG Ets-DNA blk | RGS4 inhibitor | Vif-A3F inh | Vif-A3G inh |
| --- | --- | --- | --- | --- |
| 1 | 1.5% | 13.5% | 1.6% | -2.5% |
| 2 | -4.2% | -11.9% | -5.4% | -3.1% |
| 3 | -2.7% | 7.0% | -2.5% | -6.7% |
| 4 | 6.3% | -20.7% | 0.9% | -7.8% |
| 5 | -10.1% | -30.2% | 10.5% | -20.5% |
| 6 | -5.4% | -26.1% | 7.7% | -6.0% |
| 7 | / | / | -6.0% | ? |
| 8 | -6.9% | -18.2% | -4.4% | 0.7% |
| 9 | 2.3% | -16.7% | 1.6% | 1.7% |
| 10 | / | / | 1.3% | 1.0% |
| 11 | 4.5% | 1.7% | 1.0% | -4.1% |
| 12 | -8.0% | 4.5% | 7.9% | 0.8% |

From compound 4 to 12, copied from above:
| item | mol | Glioma ERSR ind | D2 agonist | D2 antag | LDHA inh | 12-LOX inh |
| --- | --- | --- | --- | --- | --- | --- |
| 4 | O=C(NC1CC(=O)N(c2ccc(F)cc2)C1)c1ccc2c(c1)OCO2 (stereo not drawn) | -3.2% | 0.6 | / | 1.2 | -10.7% |
| 5 | CN(C)S(=O)(=O)c1cccc(NC(=O)CSc2cccc3cccnc23)c1 | -10.7% | 0.5 | -15.7 | -0.7 | ? |
| 6 | C/C(CC(=O)Nc1ccc2ccccc2c1)=N\NC(=O)c1cnccn1 | -5.2% | 1.9 | 1.4 | 3.6 | -14.6% |
| 7 | O=C1C=CC(O)C2(CO)OC12 (stereo not drawn) | -14.4% | / | / | -9.3 | 5.4% |
| 8 | CC(=O)C1=C(C)NC(=O)NC1c1ccc(OC2CCCC2)cc1 (stereo not drawn) | -3.3% | 3.8 | 15.0 | -3.4 | -5.7% |
| 9 | CCOC(=O)CCc1c(C)nc(SCCCn2c(=O)[nH]c3ccccc32)c(C#N)c1C | -1.0% | -0.3 | 3.5 | 6.8 | -4.3% |
| 10 | O=S(=O)(O)Sc1ccccc1 | -1.0% | / | / | -0.9 | ? |
| 11 | Cc1ccc2cc(CCNC(=O)Cc3cccs3)c(=O)[nH]c2c1 | -3.4% | -0.2 | 2.1 | -1.0 | ? |
| 12 | COC(=O)C1CCN(C(=O)COC(=O)c2ccc(=O)n(Cc3ccccc3)n2)CC1 | -3.1% | -0.5 | -3.3 | -4.2 | 4.8% |

| item | ERG Ets-DNA blk | RGS4 inhibitor | Vif-A3F inh | Vif-A3G inh |
| --- | --- | --- | --- | --- |
| 4 | 6.3% | -20.7% | 0.9% | -7.8% |
| 5 | -10.1% | -30.2% | 10.5% | -20.5% |
| 6 | -5.4% | -26.1% | 7.7% | -6.0% |
| 7 | / | / | -6.0% | ? |
| 8 | -6.9% | -18.2% | -4.4% | 0.7% |
| 9 | 2.3% | -16.7% | 1.6% | 1.7% |
| 10 | / | / | 1.3% | 1.0% |
| 11 | 4.5% | 1.7% | 1.0% | -4.1% |
| 12 | -8.0% | 4.5% | 7.9% | 0.8% |

Later entries:
| item | mol | Glioma ERSR ind | D2 agonist | D2 antag | LDHA inh | 12-LOX inh |
| --- | --- | --- | --- | --- | --- | --- |
| 13 | Cc1ccc(S(=O)(=O)NCc2ccccn2)c(C)c1C | -1.0% | -1.5 | 1.4 | -14.6 | ? |
| 14 | CCN(CC)C(=O)[C@H]1C[C@H](CC(=O)NCc2cccc(C(F)(F)F)c2)C(=O)N2CCc3c([nH]c4ccc(Cl)cc34)[C@]12C | 6.6% | / | / | 1.6 | ? |
| 15 | COc1cccc(CNC(=S)Nc2cc(OC)ccc2OC)c1 | -1.5% | / | / | -2.7 | ? |
| 16 | Clc1cc2cccnc2c2ncccc12 | -7.1% | -0.7 | -10.9 | 5.5 | ? |
| 17 | Cc1cc(N2CCN(C)CC2)nc2ccc(NC(=O)Nc3ccccc3)cc12 | -2.6% | -0.7 | / | 0.1 | ? |
| 18 | CC1CCN(C(=O)CSc2nc(-c3ccc(F)cc3)cc(C(F)(F)F)n2)CC1 | -3.3% | -0.5 | / | -3.4 | 5.5% |
| 19 | CCn1ncc(Br)c1C(=O)Nc1ccccc1C(F)(F)F | -3.8% | -2.3 | 7.6 | -1.2 | -6.7% |
| 20 | Cc1cc(C(=O)NC(CC(C)C)C(=O)O)cc(C)c1[N+](=O)[O-] (stereo not drawn) | -3.0% | 1.8 | 5.4 | -0.4 | -11.1% |
| 21 | COC(=O)C1C(=O)C=C(Nc2ccc(F)cc2F)CC1c1ccc(OC)cc1 (stereo not drawn) | 3.9% | -3.8 | -4.6 | 0.0 | -14.9% |
| 22 | Cc1ccccc1S(=O)(=O)Cc1ccc(C(=O)NCCCN2CCCC2)o1 | -2.5% | 1.2 | 3.5 | -4.7 | 15.9% |

| item | ERG Ets-DNA blk | RGS4 inhibitor | Vif-A3F inh | Vif-A3G inh |
| --- | --- | --- | --- | --- |
| 13 | 12.4% | -21.7% | -8.8% | 0.3% |
| 14 | 1.7% | 14.5% | -1.4% | -19.9% |
| 15 | -0.7% | -21.0% | -0.5% | 0.5% |
| 16 | 17.7% | -7.6% | ? | 1.9% |
| 17 | ? | -16.5% | 2.5% | -1.8% |
| 18 | -1.1% | 10.4% | 1.8% | 2.2% |
| 19 | -6.0% | -9.2% | -7.5% | -7.2% |
| 20 | 0.5% | -20.5% | 9.4% | -1.1% |
| 21 | 9.2% | -4.8% | 1.0% | 1.1% |
| 22 | -1.9% | 16.6%[56.9 µM] | -7.8% | 2.8% |

Source: PubChem

The list is partial. The share of hits here may be higher or lower than overall.
